Screens: PubChem BioAssay, several laboratories
b-catenin transl = alters nuclear translocation of beta-catenin in HeLa cells | immunofluorescence imaging | nuclear translocation activity, % at 5 µM | actives 0.3% (n = 190,000) | AID 1665;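 active means nuclear translocation activity above 50% at 5 µM, with a well cell count of 50 or more; inconclusive means wells under 50 cells across six images, flagged as toxic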;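 further: per-cell ratio of nuclear to cytoplasmic median beta-catenin stain intensity; plate controls were DMSO negative control for no effect and GSK-3 inhibitor IX positive control for full effect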
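Test system: human HeLa cells, endogenous beta-catenin. Times: 24 h compound exposure, 37°C. Measured by: beta-catenin immunofluorescence imaging with DAPI.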
M1AAP inhibition = P. falciparum M1AAP inhibitors, biochemical, fluorogenic H-Leu-NHMec substrate, 1536-well (AID 1445). recombinant M1AAP, H-Leu-NHMec fluorogenic kinetic assay; higher % means a stronger effect. one-dose inhibition, % at 30 µM; IC50 in µM for titrated hits. actives 0.42% (n = 220,000);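 active means primary inhibition above the hit cutoff, then over 50% inhibition at one or more dose response concentrations, cut at about 23% in these data, passing the limit was not always enough; inconclusive means conflicting primary data, or primary hits not chosen for dose response; inactive means low primary inhibition, or under 50% at every dose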;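 further: plate controls were DMSO full reaction for no effect and no enzyme background for full effect; strong numbers were not always called active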
K1F lysis inhibition = protection from phage-mediated lysis, alamar blue read-out – E. coli UTI89, K1F phage, bacterial capsule biogenesis inhibitors (AID 488966); inhibition, % at 100 µM, or IC50 in µM where a hit was titrated; E. coli UTI89 K1F phage lysis, alamar blue, 2 h; higher % means a stronger effect; actives 0.02% (n = 340,000);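 active means phage lysis inhibition, versus mean bacterial control, above a set limit; inconclusive means no clear call, values can overlap the other calls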;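 further: capsule biogenesis inhibitors block K1F phage lysis so surviving cells raise fluorescence; higher fluorescence means more inhibition of phage lysis; actives were called in the ten point dose series up to 300 µM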
Dynein cargo inh = dynein cargo transport inhibition; actives 0.47% (n = 220,000); 3617.4 mouse cells, GR-EGFP nuclear translocation imaging; test concentration mostly 20 µM; stimulated with dexamethasone, 1 µM; hits give low values; z-score, hits read low;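 active means plate z-score of nuclear minus cytoplasmic receptor signal below a set negative limit, without overly bright fluorescence or cell loss, cut at about -3.5 in these data, passing the limit was not always enough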;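 further: z-score of nuclear minus cytoplasmic ring GR-EGFP intensity difference per well; some compounds called inactive have numbers as strong as hits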
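Buffer or medium: Induction medium lacking tetracycline, stripped serum | Also added: Dexamethasone agonist, 1.0 µM final, for 30 min | Timing: 48 h induction, 1 h compound, 30 min dex at 37 °C | Detection: Formaldehyde fixation, Hoechst nuclear stain, 10x automated fluorescence imaging | Measure: Nuclear versus cytoplasmic GR-EGFP signal, averaged per well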
MT stabilizer = microtubule stabilization, imaging screen | HeLa tubulin immunostaining HCS, 24 h; share of cells brighter than vehicle mean+2SD | % tubulin-high responders, % at 10 µM | actives 0.83% (n = 200,000);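 active means plate Z-score above 3 for both tubulin-high and condensed-nucleus cell shares, with cell loss under 80%, at 10 µM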;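 further: anti alpha tubulin signal scored within the nucleus-defined area of each cell; some results filed as inactive read as strong as hits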
Insulin prom up = MIN6 insulin promoter up-regulation | MIN6 insulin promoter-GFP reporter, high-content imaging; hits give high values | z-score at 5 µM | actives 0.3% (n = 190,000);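 active means z-score above 3 at 5 µM with at least 500 cells counted in the well; inconclusive means wells under 500 cells, flagged as cytotoxic or low count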
M17LAP inhibition = P. falciparum M17LAP inhibitors, primary screen, biochemical, fluorogenic H-Leu-NHMec substrate, 1536-well (AID 1619) | recombinant M17LAP, H-Leu-NHMec fluorogenic kinetic assay; higher % means a stronger effect | one-dose inhibition, % at 30 µM; IC50 in µM for titrated hits | actives 0.38% (n = 220,000);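 active means compound inhibiting the enzyme by more than half at any dose during confirmatory dose-response retesting; inconclusive means strong single-dose inhibitors picked by rank but not retested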;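 further: plate controls were full reaction with DMSO carrier for no effect and no enzyme background for full effect; strong numbers were not always called active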
CSM14.1 death rescue = rescue of cells from ER stress-induced death, primary screen, 384-well, CSM14.1, thapsigargin, ATP luminescence (AID 1222) | 190,000 tested, under 10 active | one-dose cellular ATP content (survival), % at 20 µM; EC50 in µM for titrated hits | CSM14.1 thapsigargin-induced death rescue, ATP luminescence; higher % means a stronger effect;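 active means EC50 below 50 µM in the dose-response confirmation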;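 further: death triggered by thapsigargin at about 15 µM added after 2 h compound pretreatment; cell ATP read after overnight thapsigargin exposure of roughly 18 to 22 hours; normalized against plate controls of thapsigargin alone and 5% DMSO vehicle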
Autophagy HCS = alters autophagy in cells. MEF GFP-LC3 puncta imaging; test concentration mostly 10 µM. calls only at 10 µM (by protocol). actives 0.98% (n = 190,000). AID 463193;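 active means percentage of spot-positive cells more than 3 SD above its plate mean, without a fluorescence outlier flag or 80% toxicity; inconclusive means no clear call, values can overlap the other calls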;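 further: spot-positive cell cutoff set from DMSO-treated cells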
Dynein cargo inh cytoplasmic EGFP = second read-out of Dynein cargo inh, no call of its own (marks repeat the call); z-score; measured here: cytoplasmic GR-EGFP intensity; hits give high values
Dynein cargo inh nuclear GR-EGFP = recorded beside Dynein cargo inh, whose call it bears; z-score; measured here: nuclear GR-EGFP intensity;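 lower value marks the stronger effect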
Dynein cargo inh cell count = further read-out of Dynein cargo inh, marked with its call; z-score; measured here: cell count per field
Insulin prom up cell count = second read-out of Insulin prom up, no call of its own (marks repeat the call); cell count; measured here: cytotoxicity, nuclei count;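 total cells summed across four imaged fields per well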
b-catenin transl cell count 5 µM = further read-out of b-catenin transl, marked with its call; cell count; measured here: cell count, cytotoxicity flag
MT stabilizer Hoechst-high % = also measured in MT stabilizer; calls as there; % Hoechst-high responders; measured here: nuclear condensation Hoechst responders;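 share of cells brighter than vehicle mean plus two SD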
MT stabilizer cytotoxicity % = also measured in MT stabilizer; calls as there; toxicity, %; measured here: cytotoxicity by cell density;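 0% = mean cell density of plate MIN control wells and 100% = no cells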
Autophagy HCS cell loss 18 h = second read-out of Autophagy HCS, no call of its own (marks repeat the call); toxicity, %; measured here: cell loss, nuclei count;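 cell loss after 18 h compound exposure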
An asterisk follows results filed as active; i = inactive; ? = inconclusive; · = not tested or not shown; [ ] = another dose, or the depositor's remark.

The line under a structure holds: Insulin prom up cell count	MT stabilizer Hoechst-high %	CSM14.1 death rescue	MT stabilizer cytotoxicity %	b-catenin transl cell count 5 µM	MT stabilizer	K1F lysis inhibition	M1AAP inhibition	Insulin prom up	Dynein cargo inh nuclear GR-EGFP	b-catenin transl	Autophagy HCS cell loss 18 h	Dynein cargo inh cell count	M17LAP inhibition	Autophagy HCS	Dynein cargo inh cytoplasmic EGFP	Dynein cargo inh
CCC(CC)c1nnc(NC(=O)c2ccc(S(=O)(=O)N3CCc4ccccc4C3)cc2)s1
 : 1388	2.4	-1.9%	9.8	962	5.5	0.3%	-4%	0.07	0.0003	-0.7	-4	-0.27	2%	i	-0.29	0.77
CCN1CCN(C(=O)Nc2ccccc2OC)CC1
 : ·	3.1	-2.1%	8.7	1101	2.2	-0.4%	-2%	·	0.027	-0.6	8	1.1	13%	i	-0.16	-0.14
CC(C)c1nc2c(c(=O)c3ccccc3n2C)c(=O)n1-c1ccc(F)cc1
 : 1397	2.3	-2.5%	7.4	531	2.6	1.3%	8%	0.03	0.2	-0.7	1	0.035	-5%	i	-0.19	0.27
COc1ccc(-c2cc(C(F)(F)F)nc(-n3ccnc3C)n2)cc1
 : 1406	3.9	-0.5%	11	1119	1.5	2.4%[50 µM]	1%	0.26	0.22	1.1	-2	-0.17	-9%	i	-0.036	0.65
CCOc1c(O)ccc(/C=C2\SC(=S)NC2=O)c1[N+](=O)[O-]
 : ·	3.6	-1.5%	9.3	1567	3.6	-2.1%	?	·	0.42	0.3	-6	-0.46	24%	i	-0.16	1.4
COCCN(C(=O)c1ccccc1)c1nnc(-c2cccnc2)s1
 : 1069	1.5	5.5%	7.2	1082	2.0	6.4%	0%	-0.52	-0.7	-1.6	-2	2.4	6%	i	-0.21	-1.5
S=C1N(c2ccccc2)CN(C2CCCCC2)CN1c1ccccc1
 : 1389	·	·	·	1290	·	-0.2%	7%	-0.09	0.17	0.8	·	0.54	4%	·	-0.23	0.37
Cc1ccc2nc3c(cc(C#N)c(=O)n3-c3nccs3)c(=O)n2c1
 : ·	2.7	0.7%	6.2	1194	3.2	0.3%	3%	·	0.18	-0.8	-5	0.44	-44%	i	-0.23	-0.21
O=C(Nc1cccc2cccnc12)c1ccc(Br)o1
 : 1849	3.3	-2.4%	0.4	1006	2.7	?	4%	0.12	0.0047	-1.5	1	-0.7	0%	i	-0.18	-0.16
CC(NC(=S)Nc1ccccc1OC(F)F)C(C)(C)C (stereo unspecified)
 : 1407	2.2	-1.4%	6.1	988	3.3	2.7%	0%	-0.52	-0.11	4.4	4	0.91	10%	i	-0.27	0.013
COc1cc(C(=S)N2CCOCC2)ccc1OS(=O)(=O)c1ccccc1[N+](=O)[O-]
 : 1407	0.9	2.5%	14	733	1.8	-0.1%	-1%	-0.6	-0.15	-0.4	0	1.1	-9%	i	-0.26	-0.22
COc1ccccc1NC(=O)NCCCN1CCN(c2cccc(Cl)c2)CC1
 : ·	2.6	·	8.3	1131	4.2	0.4%	2%	·	-0.31	-0.2	·	-0.41	13%	·	-0.011	-0.96
CCCOc1ccccc1C1CC(=O)Nc2cc3c(cc21)OCCO3 (stereo unspecified)
 : ·	18*	2.8%	49*	1272	13*	0.2%	1%	·	0.24	-1.1	74	-0.39	8%	i	-0.22	-0.11
O=C(CCCn1c(=O)[nH]c2ccsc2c1=O)N1CCN(c2ccccn2)CC1
 : 1636	0.9	1.4%	8.8	1300	3.0	-0.5%	4%	0.12	0.35	0.8	1	0.65	-7%	i	-0.26	0.35
COc1ccc(OC)c(-c2csc(N(Cc3ccco3)C(=O)c3ccco3)n2)c1
 : 1180	2.3	-0.3%	0.0	1139	3.1	2.9%	4%	-0.39	0.77	0.2	0	-0.76	17%	i	-0.2	1.5

Three of the compounds above, field by field:
CC(NC(=S)Nc1ccccc1OC(F)F)C(C)(C)C (stereo unspecified)
  Insulin prom up cell count: 1407	MT stabilizer Hoechst-high %: 2.2	CSM14.1 death rescue: -1.4%	MT stabilizer cytotoxicity %: 6.1	b-catenin transl cell count 5 µM: 988	MT stabilizer: 3.3	K1F lysis inhibition: 2.7%	M1AAP inhibition: 0%	Insulin prom up: -0.52	Dynein cargo inh nuclear GR-EGFP: -0.11	b-catenin transl: 4.4	Autophagy HCS cell loss 18 h: 4	Dynein cargo inh cell count: 0.91	M17LAP inhibition: 10%	Autophagy HCS: i	Dynein cargo inh cytoplasmic EGFP: -0.27	Dynein cargo inh: 0.013

COc1ccc(OC)c(-c2csc(N(Cc3ccco3)C(=O)c3ccco3)n2)c1
  Insulin prom up cell count: 1180	MT stabilizer Hoechst-high %: 2.3	CSM14.1 death rescue: -0.3%	MT stabilizer cytotoxicity %: 0.0	b-catenin transl cell count 5 µM: 1139	MT stabilizer: 3.1	K1F lysis inhibition: 2.9%	M1AAP inhibition: 4%	Insulin prom up: -0.39	Dynein cargo inh nuclear GR-EGFP: 0.77	b-catenin transl: 0.2	Autophagy HCS cell loss 18 h: 0	Dynein cargo inh cell count: -0.76	M17LAP inhibition: 17%	Autophagy HCS: i	Dynein cargo inh cytoplasmic EGFP: -0.2	Dynein cargo inh: 1.5

Cc1ccc2nc3c(cc(C#N)c(=O)n3-c3nccs3)c(=O)n2c1
  Insulin prom up cell count: ·	MT stabilizer Hoechst-high %: 2.7	CSM14.1 death rescue: 0.7%	MT stabilizer cytotoxicity %: 6.2	b-catenin transl cell count 5 µM: 1194	MT stabilizer: 3.2	K1F lysis inhibition: 0.3%	M1AAP inhibition: 3%	Insulin prom up: ·	Dynein cargo inh nuclear GR-EGFP: 0.18	b-catenin transl: -0.8	Autophagy HCS cell loss 18 h: -5	Dynein cargo inh cell count: 0.44	M17LAP inhibition: -44%	Autophagy HCS: i	Dynein cargo inh cytoplasmic EGFP: -0.23	Dynein cargo inh: -0.21

New compounds follow
The line under a structure holds: Insulin prom up cell count	MT stabilizer Hoechst-high %	CSM14.1 death rescue	MT stabilizer cytotoxicity %	b-catenin transl cell count 5 µM	MT stabilizer	K1F lysis inhibition	M1AAP inhibition	Insulin prom up	Dynein cargo inh nuclear GR-EGFP	b-catenin transl	Autophagy HCS cell loss 18 h	Dynein cargo inh cell count	M17LAP inhibition	Autophagy HCS	Dynein cargo inh cytoplasmic EGFP	Dynein cargo inh
COc1cc(NC(=O)Cc2ccc([N+](=O)[O-])cc2)c(C(=O)O)cc1OC
 : 1543	2.6	-1.4%	0.0	1142	3.1	0.8%	1%	0	-0.16	-1.7	-10	-0.2	8%	i	-0.27	0.09
O=C(c1ccc(COc2ccccc2Br)o1)N1CCCCCC1
 : 1180	2.2	-1.0%	33	·	2.9	-0.1%	2%	0.52	0.16	·	3	0.94	6%	i	0.011	-0.35
CCOC(=O)C1(CCCc2ccccc2)CCN(C(=O)C2=C(C)OCCO2)CC1
 : 1362	1.7	3.6%	5.9	1074	5.7	1.4%	7%	-0.44	-1.7*	2.5	-23	0.8*	-3%	i	0.36*	-3.5*
Cc1ccc(NC(=O)CN(C)CC(=O)Nc2ccccc2C#N)cc1
 : 1158	1.4	-0.8%	6.9	1150	3.0	0.3%	5%	-0.74	-0.046	0.2	3	0.53	4%	i	-0.2	-1.4
O=C(COc1ccccc1F)c1ccc(O)cc1O
 : 1330	1.6	4.2%	1.3	1172	4.6	1.6%	5%	0.23	1.2	-0.5	10	-2.7	37%	i	1	1.6
CCC(=O)OCCn1c(Br)nc2c1c(=O)[nH]c(=O)n2C
 : 1201	2.2	1.0%	11	948	6.4	0.4%	3%	0.25	0.24	0.2	13	0.54	3%	i	-0.2	0.2
CC1CCc2sc(NC(=S)NC(=O)c3ccccc3)c(C#N)c2C1 (stereo unspecified)
 : 1206	2.2	-9.1%	1.2	511	11	2.8%	2%	0.09	-0.21	-5.0	9	0.67	-12%	i	0.53	-1
C=CCN(CC=C)CC(=O)Nc1ccc(S(N)(=O)=O)cc1
 : ·	2.7	-2.2%	3.1	583	3.5	0.2%	-2%	·	-0.21	-2.2	-8	0.99	-1%	i	-0.15	-0.12
Cc1ccc(S(=O)(=O)Cc2ccc(C(=O)N3CCN(Cc4ccccc4)CC3)o2)cc1
 : 1681	2.5	-2.4%	5.4	1064	3.7	-0.8%	10%	0.34	0.043	-0.3	-3	0.38	-6%	i	0.0028	-0.53
CC(C)Cc1cc(C(=O)N2CCCC(CCC(=O)N(C)CCc3ccccn3)C2)no1 (stereo unspecified)
 : 1369	1.7	-0.3%	9.1	1080	1.8	-0.6%	6%	-0.45	0.03	-2.4	-4	0.079	-6%	i	-0.27	0.19
CCCCOc1nc2ccccc2nc1C(C#N)S(=O)(=O)c1ccccc1 (stereo unspecified)
 : 813	2.8	2.9%	5.3	1085	3.8	4.6%	9%	0.49	1.2	-4.7	-7	-1.2	-5%	i	-0.14	1.3
